Compound activity: PubChem BioAssay, Sanford-Burnham Center for Chemical Genomics
CXCR6 block – blocks human CXCR6 beta-arrestin recruitment | O00574 | CHO-K1 PathHunter CXCR6 beta-arrestin, luminescence | inhibition, % at 20 µM | 0.36% of 360,000 active; in the data active = inhibition above about 34%, passing the limit was not always enough;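 note: antagonist mode with CXCL16 agonist at 10 nM final; 0% = 10 nM CXCL16 with DMSO and 100% = unstimulated wells without agonist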
Target sequence (O00574 whole entry, looked up): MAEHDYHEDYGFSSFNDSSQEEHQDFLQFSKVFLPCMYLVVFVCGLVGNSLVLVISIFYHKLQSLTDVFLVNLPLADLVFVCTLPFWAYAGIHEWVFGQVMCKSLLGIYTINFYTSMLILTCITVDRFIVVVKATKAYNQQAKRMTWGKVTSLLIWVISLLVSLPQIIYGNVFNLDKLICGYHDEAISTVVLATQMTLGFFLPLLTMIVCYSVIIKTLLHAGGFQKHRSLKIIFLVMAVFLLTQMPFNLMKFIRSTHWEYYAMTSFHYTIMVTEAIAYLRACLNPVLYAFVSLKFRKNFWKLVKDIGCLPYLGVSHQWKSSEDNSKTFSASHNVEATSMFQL
APJ agonist – activates the human apelin receptor APJ; CHO-K1 APJ PathHunter beta-arrestin, luminescence; 0% DMSO wells, 100% apelin; activation, % at 20 µM; 0.11% of 330,000 active;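 active = activation more than six SD over the plate average, tested at 20 µM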;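 note: 0% = DMSO alone and 100% = apelin-13 at 10 nM; some results filed as inactive read as strong as hits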
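Assay system – PathHunter CHO-K1 APJ (AGTRL-1) beta-arrestin reporter cells · Compound – one dose, 20 µM compound, 1% DMSO · Timing – compound 90 min 25 °C, reagent 1 h · Measured by – luminescence from split beta-galactosidase complementation, Galacton Star/Emerald II substrate · Measure – beta-arrestin recruitment to APJ as agonist activity, luminescent signal · Benchmarks – DMSO vs Apelin-13 10 nM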
tim23-1 inh – growth inhibitors of tim23-1 mutant yeast; 1.3% of 330,000 active; S. cerevisiae tim23-1 growth, BacTiter-Glo luminescence, 24 h; inhibition, % at 20 µM;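 active = growth inhibition of the mutant yeast at or above 50%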;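 note: temperature-sensitive mutant grown at 25 °C; plate controls were DMSO-treated mutant yeast for no effect and medium wells lacking yeast for full effect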
EBI2 antag – antagonists of human EBI2 receptor; 0.81% of 360,000 active; P32249; EBI2 beta-arrestin recruitment, luminescence, 7a,25-OHC stimulated; inhibition, % at 5 µM; in the data active = inhibition above about 38%;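 note: enzyme fragment complementation signal reports receptor beta-arrestin coupling in cells; 0% = agonist plus DMSO wells and 100% = wells without agonist; some results beyond the cut were filed as inactive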
Target sequence (P32249 whole entry, looked up, the tested form may be a part): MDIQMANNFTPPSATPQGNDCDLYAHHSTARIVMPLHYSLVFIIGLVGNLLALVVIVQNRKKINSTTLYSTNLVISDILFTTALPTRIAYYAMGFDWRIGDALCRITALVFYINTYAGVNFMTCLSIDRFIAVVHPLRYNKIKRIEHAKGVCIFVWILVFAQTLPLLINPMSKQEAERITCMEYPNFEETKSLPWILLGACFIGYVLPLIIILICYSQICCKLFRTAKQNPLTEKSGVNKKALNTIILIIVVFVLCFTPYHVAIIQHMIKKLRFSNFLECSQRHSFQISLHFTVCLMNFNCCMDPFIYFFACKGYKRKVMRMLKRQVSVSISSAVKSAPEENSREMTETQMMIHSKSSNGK
UPR XBP1 act – adaptive UPR (XBP1) activation | CHO-XBP1 luciferase reporter, IRE1-XBP1 UPR activation, luminescence; percent of tunicamycin response, DMSO as zero | activation, % at 20 µM | 0.33% of 330,000 active | AID 463104;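 active = versus positive control, 20 µM dose yields 30% or more activation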;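 note: 100% = tunicamycin at 10 µg/mL and 0% = DMSO only wells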
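Material: CHO-XBP1 cells stably carrying IRE1-XBP1-driven luciferase reporter | Medium: F12 with 10% serum | Compound dosing: 20 µM single concentration, DMSO 1% | Incubation: Overnight seeding at 37 °C, 6 h compound treatment at 37 °C | Detection: Steady-Glo luminescence read | Read-out basis: % activation of reporter signal versus tunicamycin and DMSO controls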
APJ antagonist – blocks the human apelin receptor APJ. 0.32% of 330,000 active. P35414. CHO-K1 APJ beta-arrestin complementation, luminescence. inhibition, % at 20 µM;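 active = inhibition above about 40% at 20 µM, limit read from the data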;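 note: cells challenged with 10 nM apelin-13 agonist together with compound; plate controls were apelin-13 plus DMSO wells for no effect and DMSO wells lacking apelin-13 for full effect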
Mdm2-MdmX inh – disrupts the human Mdm2-MdmX interaction; SaOS-2 split-luciferase Mdm2/MdmX complementation, luminescence; 3% of 330,000 active; inhibition, % at 8 µM;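 active = inhibition of at least 50% at 8 µM in the primary screen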
CHOP UPR activ – activators of apoptotic arm of unfolded protein response (CHOP) | 0.34% of 330,000 active | CHO-CHOP luciferase reporter, UPR activation, luminescence; percent of tunicamycin response over DMSO baseline | activation, % at 10 µM;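 active = at 10 µM dose, activation of 40% or more, normalized to positive control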;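 note: 100% = tunicamycin at 10 µg/mL and 0% = DMSO alone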
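assay system = CHO CHOP reporter cells | amount = 500 CHO-CHOP cells per well | buffer or medium = F12 with 10% FBS | incubation = 16-18 h cell attachment, then 6 h compound exposure, 37 °C | detection = luminescence read with Steady-Glo | read-out = percent activation relative to tunicamycin control | controls = tunicamycin high control, DMSO low control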
CCR6 antag – antagonists of human CCR6 receptor | P51684 | CHO-K1 CCR6 PathHunter beta-arrestin, luminescence, CCL20-stimulated | inhibition, % at 20 µM | 0.49% of 340,000 active | AID 493098;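 active = compounds whose inhibition of the agonist-driven luminescence signal at 20 µM reaches about 50%, limit read from the data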;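 note: cells stimulated with CCL20 at 14 nM final; plate controls were DMSO with CCL20 for no effect and DMSO without agonist for full effect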
Target sequence (P51684 whole entry, looked up): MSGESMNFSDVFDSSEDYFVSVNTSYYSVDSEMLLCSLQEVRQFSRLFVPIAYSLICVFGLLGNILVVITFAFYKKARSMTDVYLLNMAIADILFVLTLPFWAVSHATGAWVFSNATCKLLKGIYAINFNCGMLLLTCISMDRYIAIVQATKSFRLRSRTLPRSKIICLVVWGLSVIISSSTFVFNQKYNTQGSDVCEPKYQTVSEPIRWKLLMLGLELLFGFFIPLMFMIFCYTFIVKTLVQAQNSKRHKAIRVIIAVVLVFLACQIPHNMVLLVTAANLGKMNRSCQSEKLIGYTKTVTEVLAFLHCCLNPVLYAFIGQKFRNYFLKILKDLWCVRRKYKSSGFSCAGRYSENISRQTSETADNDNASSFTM
Numbers without * were called inactive; · = no result given. The list is partial; count on the stated rates, not on these rows.

structure	tim23-1 inh	CCR6 antag	CXCR6 block	Mdm2-MdmX inh	CHOP UPR activ	EBI2 antag	UPR XBP1 act	APJ agonist	APJ antagonist
O=C1C=C(N2CCN(C3=CC(=O)CCC3)CC2)CCC1	6	2	-5	-4	-0.8	-2	0	15	-12
Cc1nonc1C1CCCN1C(=O)c1cc(COc2ccc(F)cc2Cl)on1 (stereo unspecified)	19	8	-11	-25	0.9	-3	5	-4	11
CC(C)(C)n1nnnc1C(c1ccc2ncccc2c1)N1CCC(O)CC1 (stereo unspecified)	14	7	-1	2	0.4	1	0	-1	-35
CCCCCNC(=O)C1CC(=O)OC12CCCCC2 (stereo unspecified)	-1	-1	7	27	-1.6	-10	-1	-4	10
N#CC1=C(N)Oc2n[nH]c(-c3cccs3)c2C1c1cccnc1 (stereo unspecified)	5	1	-2	46	-0.3	-1	1	1	10
Cc1nnc2sc(SCC(=O)N3CCCCC3)nn2c1=O	0	-8	-2	-1	-0.9	-2	0	1	-7
COc1cccc(NC(=O)CCNS(=O)(=O)c2ccc3c(c2)oc(=O)n3C)c1	6	7	-7	18	-2.1	-13	-2	-2	15
COc1ccc(N2CCN(C(=O)COc3ccccc3)CC2)cc1	21	7	·	31	-2.3	·	1	0	6
CC(=O)C[C@H](O)CC(=O)[C@@H]1OC(=O)CCCCC/C=C/Cc2ccccc21	20	20	-6	3	1.9	2	0	-3	1
CC(C)NC(=S)n1cc(C(=O)c2cc(Cl)cc(Cl)c2O)cn1	48	8	-12	24	-0.9	-2	0	7	-68
O=C(NCc1ccccn1)c1cccc(S(=O)(=O)Nc2ccc(F)cc2)c1	1	5	0	10	1.4	-6	0	1	14
CCC(CC)c1nc(C#N)c(NC(C)c2ccccc2)o1 (stereo unspecified)	24	8	-1	21	0.6	6	1	-2	3

The results go on.
structure	tim23-1 inh	CCR6 antag	CXCR6 block	Mdm2-MdmX inh	CHOP UPR activ	EBI2 antag	UPR XBP1 act	APJ agonist	APJ antagonist
COc1ccc(CCNC(=O)c2cc3c(C)nccc3[nH]c2=O)cc1OC	21	0	-7	16	-1.2	-4	-1	-4	-31
COc1ccc(CC(=O)Nc2cccc(SC)c2)cc1	5	12	10	-3	1.0	0	-1	-1	-38
Cc1c(CC(=O)Nc2ccc(Cl)cc2)sc2ccc(Cl)cc12	-29	11	-4	-1	-1.0	-3	-5	-2	1
O=C1/C(=C/c2cccs2)SC(=S)N1CCC(=O)N1CCCCC1CCO (stereo unspecified)	15	32	4	37	-1.6	9	-2	-1	12
CNC(=O)COC(=O)c1ccc(Cl)c(S(N)(=O)=O)c1	6	-3	4	0	1.9	-1	-2	-1	7
Cc1cc2nc3n(c2cc1C)CC1CC(C(=O)NCCC(C)C)N(C)C31 (stereo unspecified)	-4	7	-10	-4	-0.7	6	-3	0	1
O=C(CSCCOc1ccccc1)NCc1ccncc1	13	4	-1	-3	0.0	-9	5	-4	21
CC(C)(C)NC(=O)NC(=O)COC(=O)c1c(F)cccc1Cl	2	9	40*	-8	4.0	14	2	-1	4
N#CCCNc1ccc(OCCC#N)cc1	-5	-6	4	4	0.6	-1	-4	-3	19
CC(c1ccc(F)cc1)n1cc(C(=O)NCc2ccccn2)nn1 (stereo unspecified)	0	0	-2	28	-0.7	-3	-4	-3	7
Cc1nn2c(-c3ccc(S(=O)(=O)N4CCN(CCO)CC4)o3)nnc2c2ccccc12	8	9	8	-8	0.4	-10	0	7	-6
CC(C)CCN(CC(=O)NC(C)(C)C)C(=O)C(=O)Nc1ccc2c(c1)OCCO2	14	5	-7	22	1.4	-8	1	-4	10

The list goes on.
structure	tim23-1 inh	CCR6 antag	CXCR6 block	Mdm2-MdmX inh	CHOP UPR activ	EBI2 antag	UPR XBP1 act	APJ agonist	APJ antagonist
COc1ccc(CNC(=O)CN(Cc2ccco2)C(=O)CNS(=O)(=O)c2ccccc2)cc1	-3	2	1	21	-2.9	-3	6	-2	3
CCOC(=O)c1c(NC(=O)C2C3CCC(O3)C2C(=O)O)sc2c1CCC(CC)C2 (stereo unspecified)	25	-2	-2	2	0.8	-7	-2	-2	-7
O=c1cc(C(F)(F)F)nc(SC/C=C/c2ccccc2)[nH]1	38	-5	-4	-2	2.1	-3	3	1	-21
COCCNC(=O)C(c1ccc(Cl)cc1)N(Cc1ccco1)C(=O)CCC(=O)Nc1ccccn1 (stereo unspecified)	17	2	0	-23	-0.9	-7	-3	-1	12
O=C(COC(=O)Cc1ccsc1)Nc1ccccc1	18	8	-7	11	0.9	-7	-4	-2	6
CCN(CC)c1ccc2c(C)c(CO)c(=O)oc2c1	35	-6	-8	2	0.2	1	1	-3	-60
COC(=O)CCCCC(=O)C1C(=O)CC(C)(C)C(C(=O)OC)C1=O (stereo unspecified)	2	8	1	-22	0.5	3	-2	5	12
COCCOC(=O)/C(=C\c1cc(C(C)(C)C)c(O)c(C(C)(C)C)c1)C(C)=O	59*	4	8	20	4.5	-5	1	1	6
O=c1cc(CSc2ccc(Cl)cc2)nc2nc[nH]n12	8	-3	5	3	10	-2	2	5	-3
Cc1cnc(C(=O)OCC(=O)Nc2ccc(C)c(S(=O)(=O)N(C)C)c2)cn1	1	6	7	-18	1.2	11	-1	-1	13
CCSc1nnc(NC(=O)C2CCCN(S(=O)(=O)c3cnc[nH]3)C2)s1 (stereo unspecified)	-1	22	-2	8	-0.7	-3	3	2	-14
CCCn1c(N2CCN(C(=O)Nc3ccc(Cl)cc3)CC2)nc2ccccc21	8	2	3	22	0.6	22	-2	3	-10

Continuation:
structure	tim23-1 inh	CCR6 antag	CXCR6 block	Mdm2-MdmX inh	CHOP UPR activ	EBI2 antag	UPR XBP1 act	APJ agonist	APJ antagonist
Cn1c(SC/C=C/c2ccccc2)nnc1-c1ccco1	19	12	-4	19	1.1	7	9	-2	-10
COc1ccc(CN2CCc3ccccc3C2)cc1Br	17	27	-3	-6	1.6	-10	-1	-1	-12
O=C1C(Cl)=C(N2CCOCC2)C(=O)N1c1cccc(C(F)(F)F)c1	18	13	0	8	1.6	-11	-3	1	-5
CC1CCN(S(=O)(=O)c2ccc(C(=O)N3CCN(c4ccccc4F)CC3)cc2)CC1	31	11	-2	-4	-1.0	5	0	-1	-4
C=CCn1c(SCC(=O)c2cc(C)n(C)c2C)nnc1-c1ccncc1	14	4	-4	11	-0.1	1	-1	-3	12
CCCc1cc(=O)[nH]c(SCC(=O)Nc2sc3c(c2C(N)=O)CCCC3)n1	17	8	-5	-3	-0.7	-2	-4	-5	3
Cc1c(Cl)cccc1NC(=O)c1ccc(OCC(=O)NCc2ccccc2)cc1	-5	21	2	14	1.0	20	-1	-1	-18
COc1cc(/C=N/n2nnnc2N)cc(OC)c1OC	8	-3	-7	-2	0.6	-12	5	-8	5
O=C(NC(=S)NC1CCSC1=O)c1ccccc1 (stereo unspecified)	12	2	9	-21	0.2	-2	0	-3	-15
O=C(NC1CCCC1)c1ccc(Cl)c(S(=O)(=O)N2CCCCC2)c1	0	12	4	1	0.7	1	-2	-3	27
CCN1CCN(CCNC(=O)CS(=O)(=O)Cc2nc(-c3ccc(C)cc3)oc2C)CC1	0	-2	0	4	-3.5	-4	-3	-5	-13
CC(NC(=S)NCCCN1CCOCC1)C12CC3CC(CC(C3)C1)C2 (stereo unspecified)	-5	7	1	11	0.3	-5	-3	-4	17

Next entries
structure	tim23-1 inh	CCR6 antag	CXCR6 block	Mdm2-MdmX inh	CHOP UPR activ	EBI2 antag	UPR XBP1 act	APJ agonist	APJ antagonist
Cc1ccc(NC(=O)CN2C(=O)C3C4C=CC(C4)C3C2=O)cc1 (stereo unspecified)	11	-6	-6	9	0.9	-5	1	-2	4
O=C(CSc1nnc(CNC(=O)c2c(F)cccc2F)o1)NCc1ccco1	-5	-3	3	2	-0.1	-5	-5	1	12
Cc1onc(-c2ccccc2)c1C(=O)N1CCOCC1	-4	-12	-6	19	-2.1	-4	-3	-2	13
CCCS(=O)(=O)N1CCC(C(=O)NCCc2ccccc2)CC1	6	4	11	20	0.7	2	-3	-3	2
O=C(Nc1ccccn1)c1ccc(S(=O)(=O)N2CCCCC2)cc1	8	13	1	-2	1.5	-5	1	2	-11
COc1cc(/C=C2/C(=O)NN(c3ccc(Cl)cc3)C2=O)ccc1OC(=O)c1ccco1	16	72*	50*	8	0.4	3	3	-4	16
CC1CCN(C(=O)CN(Cc2ccc(Cl)cc2)S(C)(=O)=O)CC1	10	6	0	-4	2.1	3	-5	-2	6
O=C(NCC1CCCO1)c1ccc(Br)o1 (stereo unspecified)	4	6	-7	-16	-1.3	-5	-1	-2	7
O=C(CC(Cc1ccccc1)C(=O)O)Nc1ccccc1 (stereo unspecified)	8	2	1	8	0.2	3	-2	0	15
CC[n+]1ccc(/C=C/c2c[nH]c3ccccc23)cc1	-17	6	-3	56*	0.0	-7	-1	4	-15
Cc1ccc(C)c(OCCCC(=O)NC2CCCCC2)c1	-2	7	4	17	0.2	10	-4	-3	14
O=C(Nc1nnc(SCc2c(Cl)cccc2Cl)s1)c1cccc([N+](=O)[O-])c1	-8	5	4	26	2.7	-3	-1	-2	0

Carrying on.
structure	tim23-1 inh	CCR6 antag	CXCR6 block	Mdm2-MdmX inh	CHOP UPR activ	EBI2 antag	UPR XBP1 act	APJ agonist	APJ antagonist
CS(=O)(=O)N1CCN(CC(=O)NC2CCCC2)CC1	-7	0	3	-11	3.5	-10	-1	-2	6
COc1cc(C2C(C(=O)c3ccco3)=C(O)C(=O)N2Cc2ccccc2)ccc1O (stereo unspecified)	4	-2	1	6	-0.5	-3	4	-2	10
CC1CCN(C(=O)CN2C(=O)c3ccccc3S2(=O)=O)CC1	9	5	3	54*	-1.6	-4	-2	-4	7
O=C(c1ccco1)N1CCN(C2CC(=O)N(c3ccc(F)c(Cl)c3)C2=O)CC1 (stereo unspecified)	5	-1	4	1	-0.8	1	-1	-2	15
COc1ccccc1-c1cc(C(=O)NN)[nH]n1	18	7	0	15	0.2	2	-1	1	-8
CC1(C(=O)O)Sc2[nH]c(=O)sc2C2c3ccccc3OC(=O)C21 (stereo unspecified)	-3	7	4	21	0.7	6	-5	-3	15
O=C(Nc1cc(N2CCCCC2)ncn1)c1ccc(F)cc1	33	-8	13	-8	5.2	2	1	-8	14
CN1CCN(CCOCCOc2ccc(Br)cc2Cl)CC1	7	-1	-18	3	-1.2	3	-2	-2	3
CC(C)C(=O)Nc1c(O)c2ccccc2[nH]c1=O	3	-7	-1	5	1.8	-1	-2	0	-10

For reference, part of the list above.
structure	tim23-1 inh	CCR6 antag	CXCR6 block	Mdm2-MdmX inh	CHOP UPR activ	EBI2 antag	UPR XBP1 act	APJ agonist	APJ antagonist
CS(=O)(=O)N1CCN(CC(=O)NC2CCCC2)CC1	-7	0	3	-11	3.5	-10	-1	-2	6
COc1cc(C2C(C(=O)c3ccco3)=C(O)C(=O)N2Cc2ccccc2)ccc1O (stereo unspecified)	4	-2	1	6	-0.5	-3	4	-2	10
CC1CCN(C(=O)CN2C(=O)c3ccccc3S2(=O)=O)CC1	9	5	3	54*	-1.6	-4	-2	-4	7
